Screens deposited in PubChem by National Center for Advancing Translational Sciences (NCATS).
Tb PFK block – qHTS Assay to Find Inhibitors of T. brucei phosphofructokinase; T. brucei PFK, ADP-Glo luminescence; Potency, µM (titrated, usually from 57.5 µM), inactives show at the highest dose activity, negative = inhibition, most hits filed as inhibitors; actives 0.17% (n = 330,000); AID 485367, 2010;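 note: potency is the fitted concentration of half-maximal effect; 0% = uninhibited 1x PFK enzyme wells and -100% = no-enzyme wells; nearly all actives have a fitted effect of over 60% in size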
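Luminescent ADP detection (ADP-Glo, two-step: ATP depletion then ADP-to-ATP conversion for luciferase) reported PFK activity after 45 min room-temperature reaction of 1.25 nM enzyme with 0.5 mM F6P and 0.1 mM ATP at pH 8.0.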
BCR signal inh – qHTS Assay to Find Inhibitors of Chronic Active B-Cell Receptor Signaling; Potency, µM (highest dose often 46.1 µM), for inactives: at the highest dose ratio change, negative = lower green/red ratio, hits mostly inhibitors; ABC-DLBCL IkBa-CBG/CBR reporter, luminescence ratio, 4 h; actives 0.05% (n = 340,000); active = well fitted inhibition curve with a large enough effect in the signal ratio, with a control signal flat, not every such curve was filed as active; inconclusive = small, poorly fitted or top-dose-only effect, or effect the other way, or a change in a side signal; the % refers to the signal ratio;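 note: potency is the fitted concentration of half-maximal effect; plate controls were basal doxycycline-induced cells for no effect and cells given 10 µM MG132 for full effect; MG132 reads +100%, hits lower the ratio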
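TMD8 ABC-DLBCL cells carrying doxycycline-inducible green luciferase fused to IkappaBalpha plus unfused red luciferase were exposed to compounds (up to 46 uM) for 4 hrs at 37C. Activity came from the overlap-corrected green/red luminescence ratio.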
B2AR arrestin – qHTS assay of beta-arrestin-biased ligands of beta2-adrenergic receptor; Beta-2 adrenergic receptor (Homo sapiens), P07550; beta-arrestin recruitment to beta2AR, cell-based reporter; Potency, µM (series often up to 46.1 µM), without a hit: at the highest dose activation, usual class: activators; actives 0.02% (n = 330,000); AID 492947, 2010;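 note: potency is the fitted concentration of half-maximal effect; 0% = DMSO controls and full agonism = EC100 isoproterenol or metaproterenol; nearly all actives have a fitted effect of over 65% in size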
Eya2 phos inh – qHTS Assay for Inhibitors of the Phosphatase Activity of Eya2 | Protein phosphatase EYA2 (Homo sapiens), O00167 | recombinant Eya2, OMFP fluorescence dephosphorylation (OMFP is methylfluorescein phosphate) | Potency, µM (doses to about 76.9 µM), for the others: at the top dose activity, negative = inhibition, usual class: inhibitors | actives 0.006% (n = 330,000) | AID 488837, 2010; note: potency is the fitted concentration of half-maximal effect; % is set by controls: 0 for no effect and ±100 for the full control effect
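Eya2 protein (added as 0.2 uM solution) was preincubated with compound for 10 min at ambient temperature in 50 mM HEPES pH 7.5, 50 mM NaCl, 5 uM MgCl2, 0.05% BSA, 1 mM DTT. OMFP (added at 50 uM) then reacted 10 min; fluorescence read at 485/525 nm.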
USP2a block – qHTS Assay for Inhibitors of Ubiquitin-specific Protease USP2a Using CHOP2 as the Reporter | Ubiquitin carboxyl-terminal hydrolase 2 (Homo sapiens), O75604 | USP2 core, Ub-CHOP2 coupled fluorogenic reporter, 485/531 | Potency, µM (highest dose often 38.3 µM), for the others: at the highest dose activity change, negative = inhibition, most hits filed as inhibitors | actives 0.01% (n = 330,000);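 note: potency is the fitted concentration of half-maximal effect; plate controls were DMSO wells for no effect and full inhibition by NEM control for full effect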
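USP2 core (10nM final) preincubated 30min RT with compound in 20mM Tris-HCl pH 8.0, 2mM CaCl2, 2mM beta-mercaptoethanol, 0.05% CHAPS; 25nM Ub-CHOP2 plus 25nM reporter substrate added, fluorescence (Ex485/Em531) read after 60min.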
Mito fusion act – qHTS Assay for Small Molecule Inhibitors of Mitochondrial Division or Activators of Mitochondrial Fusion; S. cerevisiae fusion-defective mutant growth rescue, CellTiterGlo 48 h; Potency, µM (titrated, usually from 46.1 µM), for the others: top-dose growth rescue (activation), most hits filed as activators; actives 0.23% (n = 320,000); AID 485298, 2010;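 note: potency is the fitted concentration of half-maximal effect; % of control where 0% means no effect; nearly all actives have a fitted effect of over 45% in size; temperature-sensitive fusion mutants such as fzo1-1 at 37 °C on non-fermentable ethanol glycerol medium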
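Yeast fusion mutant, YPEG (non-fermentable carbon), compound, 48 h at 37C non-permissive; CellTiterGlo added, 10 min RT, luminescence read. Rescued growth = division inhibition.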
PTAP TSG101 blk – qHTS Assay for Iinhibitors of HIV-1 Budding by Blocking the Interaction of PTAP/TSG101; Tumor susceptibility gene 101 protein (Homo sapiens), Q99816; Fluorescence polarization, FITC-PTAP peptide / Tsg101 binding; Potency, µM (doses to about 115 µM), inactives show top-dose activity change, negative = inhibition, usual class: inhibitors; 340,000 tested, under 10 active; AID 493005, 2010; active = well fitted inhibition curve with a large enough effect in the main read-out, with a control signal flat, not every such curve was filed as active; inconclusive = small, poorly fitted or top-dose-only effect, or effect the other way, or a change in a side signal; inactive = no such curve, though single readings can be large or run the other way; note: potency is the fitted concentration of half-maximal effect; % of control where 0% means no effect
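Tsg101 binding domain (10 uM final) was mixed with compound and a FITC-labeled PTAP peptide (50 nM final) in HEPES pH 7.5 buffer with NaCl, Tween 20, EDTA and TCEP; fluorescence polarization was read after 20 min at r.t.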
TCR activator – Activators of T cell receptors: qHTS campaign | primary human leukocytes, anti-CD3, IL-2 HTRF, 48 h | Potency, µM (doses to about 9.22 µM), inactives show at the top dose activation of IL-2 secretion, actives largely listed as activators | 330,000 tested, under 10 active; note: % of control where 0% means no effect
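HTRF read-out of IL-2 secretion: europium cryptate donor excited at 320nm, d2 acceptor emission at 665nm. Cells were primary human leukocytes incubated 48 hr with compounds and a-CD3 beads, supplying TCR signal only.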
TSHR antag – Antagonists of the Thyroid Stimulating Hormone Receptor: HTS campaign | TSHR-expressing cells, TSH-stimulated cAMP HTRF, 2 h; active compounds read low | activity change, negative = inhibition, % at 11.5 µM | Thyrotropin receptor (Homo sapiens), P16473 | AID 504810, 2011 | actives 0.2% (n = 330,000);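 active = activity change below a set negative limit, meaning inhibition stronger than a set level, cut at about -70% in these data; inconclusive = activity change between two set negative limits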; note: % is set by controls: 0 for no effect and ±100 for the full control effect
Target sequence (P16473 whole entry, looked up): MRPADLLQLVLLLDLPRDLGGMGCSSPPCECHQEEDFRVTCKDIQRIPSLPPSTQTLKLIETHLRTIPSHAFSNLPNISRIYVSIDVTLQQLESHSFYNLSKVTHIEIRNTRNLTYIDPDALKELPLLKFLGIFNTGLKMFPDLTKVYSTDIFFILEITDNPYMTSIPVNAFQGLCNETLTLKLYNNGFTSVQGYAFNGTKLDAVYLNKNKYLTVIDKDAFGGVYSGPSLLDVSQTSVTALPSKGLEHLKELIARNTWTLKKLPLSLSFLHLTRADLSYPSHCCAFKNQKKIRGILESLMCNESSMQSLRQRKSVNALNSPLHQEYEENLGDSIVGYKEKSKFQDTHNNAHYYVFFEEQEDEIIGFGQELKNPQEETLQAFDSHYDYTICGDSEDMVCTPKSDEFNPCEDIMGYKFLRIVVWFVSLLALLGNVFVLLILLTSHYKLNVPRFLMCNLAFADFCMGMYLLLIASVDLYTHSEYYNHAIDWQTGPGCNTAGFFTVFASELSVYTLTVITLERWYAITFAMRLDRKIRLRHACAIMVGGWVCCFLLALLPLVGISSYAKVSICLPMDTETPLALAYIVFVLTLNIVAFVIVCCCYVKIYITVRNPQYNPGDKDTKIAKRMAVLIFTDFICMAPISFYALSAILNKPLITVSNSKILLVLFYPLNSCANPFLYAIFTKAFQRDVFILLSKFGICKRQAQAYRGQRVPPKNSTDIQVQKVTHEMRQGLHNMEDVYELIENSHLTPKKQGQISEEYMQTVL
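Freshly harvested TSHR cells receive pin-tooled compound, then EC80 TSH at 4nM final. After 2 hours at 37 deg C, antibody in lysis buffer and cAMP-d2 are added; 30 minutes at ambient temperature precede the HTRF read.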
uPA surface inh – qHTS for Inhibitors of Cell Surface uPA Generation; actives 0.31% (n = 330,000); cell surface uPA generation assay, qHTS; Potency, µM (top dose mostly 38.3 µM), for the others: at the highest dose activity change, negative = inhibition, usual class: inhibitors; active = well fitted inhibition curve with a large enough effect; inconclusive = small, poorly fitted or top-dose-only effect; inactive = no such curve, though single readings can be large or run the other way; tested in mouse RAW 264.7 cells; note: potency is the fitted concentration of half-maximal effect; % is set by controls: 0 for no effect and ±100 for the full control effect; nearly all actives have a fitted effect of over 55% in size
ELG1 repair inh – qHTS screen for small molecules that inhibit ELG1-dependent DNA repair in human embryonic kidney (HEK293T) cells expressing luciferase-tagged ELG1; HEK293T ELG1-luciferase reporter, luminescence, 16 h; DNA damage induced by 5-fluorouridine; Potency, µM (titrated, usually from 46.1 µM), without a hit: at the top dose activity change, negative = inhibition, hits mostly inhibitors; actives 2.3% (n = 330,000); note: potency is the fitted concentration of half-maximal effect; % is set by controls: 0 for no effect and ±100 for the full control effect; nearly all actives have a fitted effect of over 55% in size
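Quantitative HTS, concentration-response format. 2,000 cells/well co-treated with 5-fluorouridine and compound, 16 hr in 5% CO2 at 37 °C; ONE-Glo luminescence read after 30 min.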
* marks the source's active call; other numbers are inactive results; u = inconclusive; x = not tested or not shown; [ ] = dose if it differs, or a comment. Unless noted, calls come from the whole dose curve; as a rule, active = well fitted curve in the direction sought with a large enough effect; inconclusive = small, poorly fitted or top-dose-only effect, or another doubt; inactive = no such curve, though single readings can be large; an effect the other way counts as inactive or inconclusive.

SMILES,Tb PFK block,BCR signal inh,B2AR arrestin,Eya2 phos inh,USP2a block,Mito fusion act,PTAP TSG101 blk,TCR activator,TSHR antag,uPA surface inh,ELG1 repair inh
COc1ccc(CN2CN=C(Nc3nc4ccccc4s3)NC2)cc1,0%,0%,-0.3%,2%,5%,3%,-1%,4%,-3,x,2%
CCCc1nnc(NC(=O)CS(=O)(=O)c2ccccc2)s1,1%,u,0.3%,11%,2%,13%,-1%,-3%,-5,0%,-1%
COc1cc(C2N(c3ccccc3)CCN2c2ccccc2)cc(OC)c1OC,-7%,3%,-0.5%,0%,0%,1%,0%,-1%,-8,x,15%
CCc1cccc(C)c1NC(=O)C1CC(=O)N(C2CCCC2)C1 (configuration not stated),4%,2%,-0.1%,2%,1%,1%,-1%,-5%,18,-21%,-1%
O=C(CCc1ccc(S(=O)(=O)NC2CCCCC2)cc1)NCc1ccc(Cl)cc1,-4%,2%,-0.1%,-18%,-1%,2%,1%,4%,-7,-4%,-29%
c1ccc(NC2=NCCN2CCC2CCCCC2)cc1,1%,-9%,-0.7%,-9%,1%,-3%,-1%,12%,5,-11%,-4%
CCN(C(=O)COC(=O)c1cc(-c2ccccc2)nn1-c1ccccc1)C1CCS(=O)(=O)C1 (configuration not stated),-2%,1%,0.0%,-15%,0%,8%,-10%,-6%,-4,-2%,6%
COCc1ccc(-c2c(-c3ccc(OC)cc3)oc(=O)c3cc(OC)c(OC)cc23)cc1,-1%,u,0.0%,-7%,2%,x,-5%,1%,-6,5%,-8%
CCc1cccc(C)c1N(C(=O)Cn1c(=O)[nH]c2ccccc21)C(C)COC (configuration not stated),1%,13%,-0.2%,-17%,-1%,1%,0%,-2%,7,7%,7%
CCOC(=O)C1CCN(CC(=O)Nc2c(C(=O)OC)[nH]c3cccc(C)c23)CC1,1%,-9%,0.1%,-1%,0%,3%,-3%,-23%,-10,-3%,-12%
CCC1Nc2ncnc(N3CCOCC3)c2N(Cc2ccc(OC)cc2)C1=O (configuration not stated),0%,-2%,0.3%,-3%,2%,x,-8%,-30%,-11,9%,12%
CCCCOC(=O)Nc1ccc(S(=O)(=O)Nc2ccc([N+](=O)[O-])cc2)cc1,2%,u,0.0%,-11%,0%,9%,2%,-8%[46.1 µM],-19,8%,16%
CCOC(=O)N1CCC(N2Cc3cccc(C(=O)N4CCN(c5cccc(C)c5C)CC4)c3C2=O)CC1,0%,u,0.7%,8%,-2%,3%,-3%,-4%,-1,-8%,u
CC(C)n1cc(CN2CCCC(C(=O)Nc3ccccc3Oc3cccnc3)C2)cn1 (configuration not stated),u,0%,0.5%,2%,3%,-1%,0%,-7%,-12,-1%,-7%
CSc1nnc(-c2ccccc2)n1N,4%,u,-0.6%,7%,2%,-1%,-4%,1%,8,1%,-1%
COc1cc(OC)c(C2=NOC(C(=O)Nc3cc(C)nn3-c3ccccc3)C2)cc1Cl (configuration not stated),-2%,u,-0.9%,-4%,-1%,-1%,-8%,-3%,-3,0%,-13%
COc1ccc(C2=NNC(c3cccs3)=Nc3ccc(OC)cc32)cc1,1%,u,-0.4%,-3%,2%,16%,0%,-6%[46.1 µM],-6,10%,u
COc1cccc2cc(C(=O)NNC(=O)c3ccc(Br)cc3)c(=O)oc12,-4%,-2%,-0.2%,0%,0%,-3%,11%,-1%,-8,2%,-3%
COc1ccc2[nH]c3c(c2c1)CCN1C(=O)C(CC(=O)NCc2ccco2)C[C@H](C(=O)N2CCCCC2)[C@@]31CCc1ccccc1 (some centres not stated),-1%,2%,-0.6%,8%,0%,x,-4%,0%[46.1 µM],4,-9%,u
CCOC(=O)c1sc2ccc(S(=O)(=O)N3CCOCC3)cc2c1N,-3%,-6%,-0.4%,-6%,-2%,1%,1%,x,-5,x,-14%
Cc1ccc(C2(C)NC(=O)N(CCOc3ccccc3)C2=O)cc1 (configuration not stated),1%,-1%,-0.3%,-16%,3%,-2%,-3%,2%,1,7%,-2%
COC(=O)Nc1ccc(S(=O)(=O)n2cnc3ccccc32)cc1,-1%,11%,-0.4%,-12%,4%,1%,-6%,5%,-7,x,4%
COCCn1c(=NC(=O)C(C)(C)C)sc2cc([N+](=O)[O-])ccc21,0%,2%,5.5%,2%,0%,-4%,-3%,0%[46.1 µM],1,-5%,u
O=C(Cc1c(C(=O)O)[nH]c2ccc(Cl)cc12)Nc1ccc2c(c1)OCCO2,-5%,0%,-0.1%,12%,-1%,-1%,1%,1%,-1,4%,3%
Cc1ccc(C2(C)NC(=O)N(Cc3c(C)noc3C)C2=O)cc1 (configuration not stated),13%,-13%,0.0%,24%,1%,-2%,-10%,-3%,10,-5%,u
COc1cccc(C(C(=O)NC2CCCCC2)N(C(=O)c2cccs2)c2ccc3c(c2)OCO3)c1 (configuration not stated),-3%,1%,8.6%,3%,-12%,8%,-3%,-1%,-3,-25%,-18%
CC(Sc1nnc(C2CC2)n1C1CC1)C(=O)N(C)C1(C#N)CCCCC1 (configuration not stated),5%,-4%,-0.1%,-1%,0%,-2%,-6%,5%,-2,-12%,15%
COc1ccccc1N1CCN(/N=C/c2c(C)nn(-c3ccccc3)c2C)CC1,7%,-8%,0.2%,11%,-1%,-4%,-6%,-5%,-24,x,u
O=C(Cc1cccc2ccccc12)NCCC1=CCCCC1,6%,0%,-1.7%,-20%,2%,18%,-5%,0%[46.1 µM],-15,1%,1%
O=C(CCSc1ccccc1Cl)NNC(=O)c1ccncc1,u,-9%,0.0%,17%,1%,-5%,1%,-2%,16,0%,-2%
CSc1nc2c(cc1C#N)C(=O)CC(C)(C)C2,0%,-2%,-0.9%,-7%,9%,28%,-2%,-3%,-3,5%,5%
Cc1ccc(CNC(=O)c2cc(-c3ccccc3C)n(CC3CC(c4cccc([N+](=O)[O-])c4)=NO3)n2)cc1 (configuration not stated),-6%,6%,-0.1%,-2%,-6%,23%,0%,0%,5,13%,-7%
Cc1ccc(C(=O)NNC(=O)CCC(=O)Nc2cc(C)on2)cc1,0%,-3%,-0.1%,-3%,2%,-3%,-3%,u,4,2%,21%
CC1S/C(=N/N=C/c2ccco2)NC1=O (configuration not stated),2%,3%,0.2%,-35%,1%,-1%,-5%,-5%,16,-2%,u
Cc1cccc(NC(=O)CN2CCN(C(=O)c3ccc(-c4nc5ccccc5s4)o3)CC2)c1C,23%,u,0.2%,-21%,-1%,0%,1%,2%,-3,0%,u
CCN1C(=O)[C@@H]2[C@H](C1=O)[C@@H]1C(=O)Nc3ccccc3C(=O)N1[C@@H]2c1cccc(OC)c1,3%,-2%,-0.2%,-3%,-1%,-1%,-5%,3%,-6,12%,0%
Cc1cc(C)n(-c2nc3c(c(=O)n(C)c(=O)n3C)n2CCO)n1,0%,-2%,0.1%,-10%,0%,2%,-5%,x,6,-3%,0%
Cc1cc(C)n2nc(C(=O)OCC(=O)N(C)Cc3ccccc3)nc2n1,-6%,5%,0.4%,17%,1%,-6%,-4%,-7%,22,1%,1%
CCSc1nnc(-c2cc(Br)ccc2NC(C)=O)c(=O)[nH]1,1%,1%,-0.9%,10%,2%,-3%,-1%,-2%,-10,3%,-1%
COc1ccc(C)cc1NC(=O)NNC(=O)C(C)Oc1ccc([N+](=O)[O-])cc1 (configuration not stated),0%,-1%,3.8%,-3%,2%,-4%,-3%,-1%,1,6%,1%
